Shn3 inh set2 – reduces Shn3 3'UTR luciferase signal in osteoblasts; Clone20 osteoblast Shn3 3'UTR firefly luciferase, 24 h; inhibition, % at 12.5 µM; 0.52% of 360,000 active;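 active = mean inhibition of at least 75% with every replicate also reaching 75%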;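 also: 0% = median of neutral control wells and 100% = pilot-screen positive control compound; some compounds past the cut are filed as inactive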
NR2E3 ag-1 – NR2E3 (human) agonism; GST-NR2E3/biotin-RetCOR TR-FRET, 1536-well; inhibition of corepressor binding, % at 4.78 µM; 0.12% of 320,000 active; AID 2300; Q9Y5X4;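 active = percent inhibition above the cutoff of mean plus 3 SD of all tested compounds, set per screening campaign, cut at about 20% in these data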;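 also: 0% = DMSO wells and 100% = biotin wells as full block of FRET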
Target sequence (Q9Y5X4 whole entry, looked up): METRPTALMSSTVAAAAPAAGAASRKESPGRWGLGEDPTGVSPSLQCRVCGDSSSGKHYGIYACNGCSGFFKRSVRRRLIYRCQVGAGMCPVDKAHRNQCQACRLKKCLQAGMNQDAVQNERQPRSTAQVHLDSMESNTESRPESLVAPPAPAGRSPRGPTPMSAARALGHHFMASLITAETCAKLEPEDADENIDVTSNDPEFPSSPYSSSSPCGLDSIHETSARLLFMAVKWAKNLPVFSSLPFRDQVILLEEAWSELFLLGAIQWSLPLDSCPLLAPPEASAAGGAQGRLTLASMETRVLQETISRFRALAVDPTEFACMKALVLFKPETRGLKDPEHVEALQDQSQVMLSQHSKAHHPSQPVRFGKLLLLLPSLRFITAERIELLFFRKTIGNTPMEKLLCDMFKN
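Test system – NR2E3–RetCOR corepressor complex · Quantity – NR2E3 fusion 1.35 nM · Buffer or medium – Tris pH 7.5 · Incubation – Compound–protein incubation for 5 h at 4 °C · Technique – TR-FRET, Eu(K)-anti-GST donor, streptavidin-D2 acceptor, ex 340, em 617/671 nm · Evaluation – percent inhibition of 671/617 nm emission ratio versus biotin and DMSO controls · Plate – 1536-well format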
TWEAK Fn14 block – blocks TWEAK-Fn14 interaction in a reporter cell assay; TWEAK-stimulated Fn14 reporter cells, luciferase luminescence, 8 h; inhibition, % at 10 µM; 2% of 360,000 active; in the data active = inhibition above about 50%
Peg3 promoter – inhibitors of Peg3 promoter | 1.7% of 360,000 active | inhibition, % at 20 µM | HeLa PEG-Prom luciferase reporter, luminescence, overnight;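 active = inhibition of at least 50% at 20 µM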
KKLEB cytotox – reduces viability of KKLEB cystic fibrosis airway cells. AID 602141. KKLEB CF airway cells viability, ATPlite luminescence, overnight; active compounds read low; cells stimulated with P. aeruginosa culture filtrate. 0.36% of 360,000 active. activity change (cytotoxicity), % at 5 µM;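 active = corrected activity change at or below -50% at 5 µM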
TRPM1 prom inh – reduces MITF-dependent TRPM1 promoter luciferase signal; SK-MEL-5 TRPM1 promoter luciferase, 24 h; 0.83% of 330,000 active; inhibition, % at 12.5 µM;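 active = mean inhibition across replicates of 60% or more, whatever share of single replicates reaches that level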; also: values of inactives mirror those of a sister screen read the other way
HIF-2a inh – blocks HIF-2a reporter activity; 786-0 RCC cells HIF-2a reporter, luciferase luminescence, overnight; inhibition, % at 18.8 µM; 0.72% of 360,000 active; AID 624352;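 active = inhibition of the luminescence signal of 40% or more relative to plate controls, in a single-dose primary screen at 18.75 µM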
iPSC survival up – hiPSC single-cell survival enhancement; ATPlite luminescence; 100% = ROCK inhibitor wells, 0% = DMSO; survival enhancement, % at 20 µM; 0.044% of 360,000 active; AID 602274; in the data active = survival enhancement above about 18%;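 also: cells exposed to compounds for 16 hours before the ATP read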
aDG glyco up – increases alpha dystroglycan glycosylation | Pro5-aDG cells, alpha-DG glycosylation AlphaScreen (IIH6); 0% Pro5, 100% B10-LARGE cell signal | activation, % at 10 µM | 0.22% of 360,000 active;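 active = activation of at least 8% versus controls, or a plate z-score of at least 8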;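 also: Pro5 are CHO cells carrying HIG-tagged alpha-DG that lacks glycosylation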
CF NFkB block – cystic fibrosis NF-kB activation inhibition; AID 588850; KKLEB NF-kB-GFP reporter, PAF-induced, GFP fluorescence overnight; 0.86% of 360,000 active; inhibition, % at 5 µM;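 active = at least 50% inhibition at 5 µM, scaled per plate between neutral and stimulator controls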;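 also: PAF is a Pseudomonas aeruginosa culture filtrate used as stimulus; plate controls were PAF-stimulated DMSO wells for no effect and unstimulated DMSO wells for full effect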
NR2E3 ag-2 – human photoreceptor-specific nuclear receptor agonism; Q9Y5X4; CHO-S Gal4-NCOR/VP16-NR2E3 two-hybrid, luciferase; inhibition of corepressor binding, % at 3.98 µM; 0.35% of 360,000 active; AID 602229;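 active = inhibition above the mean of all tested compounds plus 3 SD, cut at about 70% in these data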;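 also: 0% = DMSO with NR2E3 transfected cells and 100% = cells lacking NR2E3 construct; higher means lower luciferase signal from less NR2E3 corepressor binding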
* marks the source's active call; other numbers are inactive results; / = not tested or not shown.

1. CC(C)c1ccc(NC(=O)Nc2nc(C(N)COCc3ccccc3)cs2)cc1 (centres undefined)
2. O=C(Cc1cccs1)N1CCN(c2ccc([N+](=O)[O-])cc2)CC1
3. Cc1ccc(S(=O)(=O)N2C[C@@H](C)[C@]3(C2)[C@H](O)[C@H](OC(=O)NCc2ccccc2)C[C@H]2C(=O)N(c4ccccc4)C(=O)[C@H]23)cc1
4. FC(F)(F)c1ccncc1-c1nnnn1-c1ccc(Cl)cc1
5. Clc1ccc(/C=N/Nc2nc(Cl)nc3ccccc23)cc1
6. CSCCC(NS(=O)(=O)c1ccc(Cl)cc1)C(=O)OCC(=O)c1c(C)[nH]c2ccccc12 (centres undefined)
7. Cc1ccc([N+](=O)[O-])cc1S(=O)(=O)Nc1ccc(N2CCOCC2)cc1
8. COc1ccc(N2CCN(C(=O)CN3CCN(C(c4ccccc4)c4ccccc4)CC3)CC2)cc1
9. Cc1ccc(NC(=O)CC(=O)NCCN2CCOCC2)cc1
10. COc1ccc(CCNC(=S)NC2CCN(Cc3ccccc3)CC2)cc1
Assay by compound	1	2	3	4	5	6	7	8	9	10
KKLEB cytotox	-5	6	29	10	3	3	0	2	4	9
TWEAK Fn14 block	-14	-7	20	-3	-18	62*	-11	10	4	18
HIF-2a inh	26	-22	2	6	-245	0	-24	19	-19	8
iPSC survival up	-2.6	0.0	2.4	0.0	-3.1	-0.7	0.1	2.2	-0.5	-2.7
CF NFkB block	-13	-2	0	-7	7	1	1	12	4	-2
Shn3 inh set2	93*	27	-3	-13	-57	20	-2	-7	-12	7
NR2E3 ag-1	/	2	/	-1	-4	-2	-2	0	2	3
aDG glyco up	2.2	2.0	-0.3	-0.2	1.9	0.3	-0.3	-0.3	0.0	0.9
NR2E3 ag-2	5	3	-20	12	-116	29	-18	-6	-24	-4
TRPM1 prom inh	/	11	/	0	-69	-8	-7	-2	10	8
Peg3 promoter	110*	5	8	-2	-203	49	-25	1	-25	18

11. CSC1=NCCN1S(=O)(=O)c1ccc(NC(C)=O)cc1
12. Cc1nc(SCC(=O)N2CCNC2=O)c2ccccc2n1
13. Cn1nc(C(=O)NCC2COc3ccccc3O2)c2ccccc2c1=O (centres undefined)
14. O=C(Nc1ccc(Cl)c(C(F)(F)F)c1)[C@@H]1CC=C[C@@H]2CCN(C3CCCCC3)C(=O)[C@@H]21
15. CCCS(=O)(=O)NC(=O)C1(C)CCN(C(=O)c2ccc(C(=O)OC)cc2)C1 (centres undefined)
16. Cc1ccc(S(=O)(=O)N(C)C)cc1NC(=S)N1CCCCC1CO (centres undefined)
17. COc1ccc(C/C(N)=N/OC(=O)c2ccc(Cl)cc2)cc1
18. CCCOc1ccc(C2C(C(=O)c3ccc(C)o3)=C(O)C(=O)N2CCN2CCOCC2)cc1OC (centres undefined)
19. CC1(C(=O)Nc2ccc3c(c2)OCCO3)CCN1C(=O)c1ccco1 (centres undefined)
20. CCc1ccc(C(=O)NNC(=O)c2ccc3c(=O)n4c(nc3c2)CCC4)cc1
Assay by compound	11	12	13	14	15	16	17	18	19	20
KKLEB cytotox	13	4	-10	-21	-11	5	9	0	-7	12
TWEAK Fn14 block	-6	5	-13	-4	-5	5	-10	9	-1	0
HIF-2a inh	13	-22	-1	19	20	-4	-2	-7	-2	2
iPSC survival up	1.4	-3.7	-3.1	-0.2	4.1	-1.2	-0.4	-2.0	-1.1	-0.4
CF NFkB block	-1	2	8	44	-20	-18	-14	0	-11	-30
Shn3 inh set2	14	-17	-16	10	-33	-1	-1	8	-1	1
NR2E3 ag-1	2	/	0	5	/	1	3	1	/	1
aDG glyco up	-0.1	0.9	0.5	-0.1	-0.3	-0.1	-0.3	0.1	-0.1	-0.3
NR2E3 ag-2	16	-33	15	-34	3	-28	-37	3	3	17
TRPM1 prom inh	0	8	3	-6	/	-2	-8	-3	/	8
Peg3 promoter	7	-16	26	10	7	12	3	4	2	3

21. CC(=O)Nc1cc(NC(C)=O)ncn1
22. COc1ccc(C2NC(=O)c3ccccc3O2)cc1 (centres undefined)
23. Cn1nc(N2CCN(S(=O)(=O)c3ccccc3)CC2)c(=O)n(C)c1=O
24. CCOC(=O)C1CCN(C(=O)c2cccc(S(=O)(=O)N3CCc4ccccc43)c2)CC1
25. Cc1c(CNCCc2ccc(Cl)cc2)c(C(=O)O)c(C)n1-c1ccccc1
26. O=C(NC(=S)N1CCCC(C(F)(F)F)C1)c1ccc(F)cc1 (centres undefined)
27. O=S(=O)(c1cccc(C(F)(F)F)c1)N1CCN(C(=S)NC2CC2)CC1
28. O=C(CCCN1C(=O)NC2(CCCC2)C1=O)Nc1ccc(F)cc1
29. c1ccc2nc(N3CCOCC3)c(N3CCCC3)nc2c1
30. O=[N+]([O-])c1ccc(Oc2ccc(/C=N/O)cc2)nc1
Assay by compound	21	22	23	24	25	26	27	28	29	30
KKLEB cytotox	6	-4	11	-17	-15	7	4	1	-5	-8
TWEAK Fn14 block	4	18	17	-1	6	-5	-2	22	10	-20
HIF-2a inh	18	20	-1	7	11	-1	10	12	23	2
iPSC survival up	0.2	-0.1	1.3	-0.3	0.0	-0.3	0.7	-1.8	-2.8	-0.7
CF NFkB block	-16	-4	13	16	5	-1	7	8	4	3
Shn3 inh set2	19	-30	-45	2	-4	-8	7	-29	-11	-3
NR2E3 ag-1	-1	-2	-1	3	/	3	3	3	/	2
aDG glyco up	0.4	-0.1	-0.1	0.6	0.1	0.1	0.1	-0.1	0.2	-0.4
NR2E3 ag-2	6	-27	-10	10	-24	6	5	-11	-2	-8
TRPM1 prom inh	-3	-16	-1	9	0	8	6	9	4	-13
Peg3 promoter	1	4	17	5	8	19	3	5	6	-7

Values by screen from the list:
Entries 21 to 30 in NR2E3 ag-1: -1, -2, -1, 3, /, 3, 3, 3, /, 2
Entries 21 to 30 in CF NFkB block: -16, -4, 13, 16, 5, -1, 7, 8, 4, 3

Remaining list, next part.
31. CCC1CCCCN1C(=S)NC(=O)c1cc(S(=O)(=O)N2CCOCC2)ccc1C (centres undefined)
32. CCOc1ccc(N(CC(=O)NC2CCCCC2)C(=O)Cn2nnc(-c3ccc(C)o3)n2)cc1
33. COc1cccc(CC(=O)Nc2sc3c(c2C(N)=O)CCCC3)c1
34. CC1CC(C)CN(c2cc3c(cc2[N+](=O)[O-])C(=O)N(c2ccccc2)C3=O)C1 (centres undefined)
35. COc1ccccc1C(C)NC(=O)CCC(=O)N1CCN(S(=O)(=O)c2ccc(Cl)cc2)CC1 (centres undefined)
36. CCOC(=O)C1(Cc2ccccc2)CCN(Cc2cn(CC(=O)OC)c3ccccc23)CC1
37. CCOc1ccc(NC(=O)c2nsc(Cl)c2Cl)cc1
38. COc1ccccc1CNC(=O)COC(=O)c1cc(S(=O)(=O)N2CCOCC2)ccc1Cl
39. O=C(COC(=O)c1ccc(Br)o1)NC1CCCc2ccccc21 (centres undefined)
40. CC(=O)Nc1ccc(S(=O)(=O)N2CCC(NC(=O)C(Cc3cccc(F)c3)NC(C)=O)CC2)cc1 (centres undefined)
Assay by compound	31	32	33	34	35	36	37	38	39	40
KKLEB cytotox	-1	-3	-9	0	20	-8	-12	8	10	13
TWEAK Fn14 block	3	3	12	-2	21	19	-4	-5	-11	1
HIF-2a inh	13	17	-43	15	11	5	-255	5	4	18
iPSC survival up	-0.5	0.2	0.1	-0.4	-2.3	-0.4	1.3	0.2	-0.3	-0.7
CF NFkB block	10	17	5	1	6	31	-10	10	-8	8
Shn3 inh set2	6	10	17	-1	7	0	-89	-5	4	5
NR2E3 ag-1	-1	/	-1	-1	/	1	3	-3	2	2
aDG glyco up	0.0	0.0	-0.1	-0.2	0.5	0.3	-0.2	0.2	0.0	-0.1
NR2E3 ag-2	-23	-30	-25	-24	-3	23	-101	-21	-30	2
TRPM1 prom inh	2	11	-1	11	13	-9	-64	-7	-17	-10
Peg3 promoter	19	-14	1	19	8	1	-252	12	-12	7

41. CCCNC(=O)Cn1c(=O)n(C)c2ccccc21
42. Cc1cc(C)nc(N2CCC(C(=O)NNC(=O)c3ccc(Cl)cc3)CC2)n1
43. Cc1ccc2nc3cc([N+](=O)[O-])cc([N+](=O)[O-])c3cc2c1
44. COc1cc(CN2CCNC(=O)C2CC(=O)N2CCCN(C(C)=O)CC2)cc(OC)c1 (centres undefined)
45. COC(=O)c1c(C)noc1-c1snnc1C
46. COc1c(Br)cc([N+](=O)[O-])c(OC)c1C(=O)NC(=O)Nc1cc(Cl)cc(Cl)c1
47. Cc1nc(SCC(=O)Nc2ccc(S(=O)(=O)N3CCOCC3)cc2)c2c(C)c(C)sc2n1
48. O=C(Nc1cccc2ccccc12)N1CCCN(c2c(Cl)cncc2Cl)CC1
49. Cc1cccc(Cn2c(=O)oc3ccc(C)cc32)c1
50. COc1cccc(C2CCCN2Cc2nc(CCC(C)C)no2)c1 (centres undefined)
Assay by compound	41	42	43	44	45	46	47	48	49	50
KKLEB cytotox	7	18	-39	5	3	-20	-26	-13	-10	-2
TWEAK Fn14 block	-1	-3	87*	-12	9	13	27	46	26	-2
HIF-2a inh	14	15	-130	9	8	19	-4	32	1	4
iPSC survival up	-0.3	-0.7	-1.5	0.4	-0.4	2.1	1.6	-0.4	-0.3	0.3
CF NFkB block	-5	-18	68*	0	-1	30	37	14	3	9
Shn3 inh set2	-29	5	61	-6	-111	5	0	19	79	5
NR2E3 ag-1	-1	1	/	-1	1	1	/	1	0	1
aDG glyco up	-0.2	0.1	0.0	0.0	-0.1	-0.2	-0.5	0.3	0.1	-0.1
NR2E3 ag-2	-1	16	-2	8	10	3	-1	-14	-23	-1
TRPM1 prom inh	6	-1	63*	-4	/	4	29	3	-3	8
Peg3 promoter	10	-3	75*	-9	-8	46	70*	32	4	2

Reformatted: results already given
item	mol	KKLEB cytotox	TWEAK Fn14 block	HIF-2a inh	iPSC survival up	CF NFkB block	Shn3 inh set2	NR2E3 ag-1	aDG glyco up	NR2E3 ag-2	TRPM1 prom inh	Peg3 promoter
44	COc1cc(CN2CCNC(=O)C2CC(=O)N2CCCN(C(C)=O)CC2)cc(OC)c1 (centres undefined)	5	-12	9	0.4	0	-6	-1	0.0	8	-4	-9
45	COC(=O)c1c(C)noc1-c1snnc1C	3	9	8	-0.4	-1	-111	1	-0.1	10	/	-8
46	COc1c(Br)cc([N+](=O)[O-])c(OC)c1C(=O)NC(=O)Nc1cc(Cl)cc(Cl)c1	-20	13	19	2.1	30	5	1	-0.2	3	4	46

Screening data from PubChem BioAssay.
